Source: PubChem BioAssay (Sanford-Burnham Center for Chemical Genomics)
TIM10 inh = growth inhibitors of isogenic TIM10 control yeast, primary screen, counter-screen for tim10-1 yeast inhibitor project, luminescence, uHTS; S. cerevisiae TIM10 strain growth, BacTiter-Glo luminescence, 24 h; inhibition, % at 10 µM; 1.4% of 330,000 active; AID 463195, 2010;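 active = inhibition of 40% or more at the single tested concentration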;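 note: wild-type TIM10 isogenic control strain grown at permissive 25 °C; 0% = DMSO yeast wells and 100% = minimal medium wells without yeast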
tim10-1 inh = growth inhibitors of tim10-1 mutant yeast, primary screen, luminescence, uHTS; S. cerevisiae tim10-1 ts strain growth, BacTiter-Glo, 24 h; inhibition, % at 20 µM; 2.2% of 330,000 active;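 active = inhibition of at least 40%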;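 note: mutant grown at 25 °C; 0% = DMSO wells with yeast and 100% = wells holding no yeast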
APJ ag = agonists of human apelin receptor APJ, primary screen, CHO-K1 cells, PathHunter beta-arrestin, luminescence. 0% DMSO wells, 100% apelin. 0.11% of 330,000 active. P35414. activation, % at 20 µM;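 active = activation more than six SD over the plate average, tested at 20 µM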;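 note: 0% = DMSO alone and 100% = apelin-13 at 10 nM; some results filed as inactive read as strong as hits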
Target sequence (P35414 whole entry, looked up): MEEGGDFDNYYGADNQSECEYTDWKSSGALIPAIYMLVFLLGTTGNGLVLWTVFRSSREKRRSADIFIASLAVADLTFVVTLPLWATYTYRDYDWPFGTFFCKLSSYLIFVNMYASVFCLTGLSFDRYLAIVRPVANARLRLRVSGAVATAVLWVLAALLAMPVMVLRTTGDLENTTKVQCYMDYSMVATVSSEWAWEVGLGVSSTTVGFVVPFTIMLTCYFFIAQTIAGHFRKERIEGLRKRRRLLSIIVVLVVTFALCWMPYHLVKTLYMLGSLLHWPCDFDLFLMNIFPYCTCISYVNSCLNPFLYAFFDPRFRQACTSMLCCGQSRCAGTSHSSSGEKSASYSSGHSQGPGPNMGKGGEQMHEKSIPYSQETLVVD
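Test system: CHO-K1 APJ beta-arrestin complementation cell line | Compound: Single test compound dose, 20 µM final, 1% DMSO | Incubation: Compound 90 min 25 °C, reagent 1 h | Measured by: beta-gal luminescence | Read-out basis: APJ–arrestin association signal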
beta cell repl = inducers of MIN6 beta-cell proliferation, primary screen, ATP luminescence, uHTS; 0.29% of 330,000 active; proliferation, % at 10 µM; AID 2380, 2010; MIN6 cells proliferation, ATPlite luminescence, 48 h; cells starved in 0.2% serum; 100% = growth in 10% serum;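 active = compounds whose signal lies at least 3.5 SD above the mean of all wells on their plate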;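 note: 0% = DMSO-treated cells in low-serum medium and 100% = 10% serum control; some compounds called inactive have numbers as strong as hits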
MPTP block = mitochondrial permeability transition pore inhibitors, primary screen, biochemical, isolated mouse mitochondria, absorbance. Ca2+ swelling absorbance, 30 min. inhibition, % at 10 µM. 1.4% of 360,000 active;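 active = inhibition of 50% or more, scaled per plate between neutral and stimulator controls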;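 note: 0% = DMSO wells given calcium and 100% = 1 mM EGTA wells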
NR3A LBD binder = binders of NR3A ligand-binding domain, primary screen, biophysical, differential scanning fluorimetry, uHTS; Tm shift relative to glycine control, % at 25 µM; AID 1259313, 2017; 2.5% of 340,000 active; NR3A LBD differential scanning fluorimetry, Tm shift; 0% = protein alone, 100% = glycine-bound protein; Glutamate receptor ionotropic, NMDA 3A (GRIN3A) ligand-binding domain;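 active = melting temperature shift of at least 10% of the positive control shift, at one fixed dose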
tim23-1 inh = growth inhibitors of tim23-1 mutant yeast, primary screen, luminescence, uHTS; AID 463212, 2010; inhibition, % at 20 µM; 1.3% of 330,000 active; S. cerevisiae tim23-1 growth, BacTiter-Glo luminescence, 24 h;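 active = growth inhibition of the mutant yeast at or above 50%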;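 note: temperature-sensitive mutant grown at 25 °C; plate controls were DMSO-treated mutant yeast for no effect and medium wells lacking yeast for full effect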
NALP3 yeast inh = NALP3 inflammasome inhibitors in reconstituted yeast, primary screen, luminescence, uHTS | Yeast reconstituted NLRP3/ASC/caspase-1, beta-gal luminescence, 24 h | inhibition, % at 10 µM | 0.39% of 330,000 active | AID 2825, 2010;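 active = inhibition of 50% or more; inactive = inhibition below 50%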;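 note: plate controls were induced DMSO wells for no effect and uninduced yeast grown without galactose for full effect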
APJ antag = antagonists of human apelin receptor APJ, primary screen, CHO-K1 cells, beta-arrestin complementation, luminescence | AID 2521, 2010 | 0.32% of 330,000 active | inhibition, % at 20 µM;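 active = inhibition above about 40% at 20 µM, limit read from the data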;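 note: cells challenged with 10 nM apelin-13 agonist together with compound; plate controls were apelin-13 plus DMSO wells for no effect and DMSO wells lacking apelin-13 for full effect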
* marks the source's active call; other numbers are inactive results; . = no result given.

Sample of the layout, 2 compounds:
SMILES | TIM10 inh | tim10-1 inh | APJ ag | beta cell repl | MPTP block | NR3A LBD binder | tim23-1 inh | NALP3 yeast inh | APJ antag
O=C(CCSc1ccc(Cl)c(Cl)c1)NC12CC3CC(CC(C3)C1)C2 | 28 | 38 | -4 | -2 | 52* | -10 | 35 | 18 | 6
C=CCNC(=O)CC(=O)N/N=C/c1cccc(C)c1 | -6 | 2 | -1 | 0 | -0.9 | 0 | 0 | 18 | -2

This part in full, from the start:
SMILES | TIM10 inh | tim10-1 inh | APJ ag | beta cell repl | MPTP block | NR3A LBD binder | tim23-1 inh | NALP3 yeast inh | APJ antag
O=C(CCSc1ccc(Cl)c(Cl)c1)NC12CC3CC(CC(C3)C1)C2 | 28 | 38 | -4 | -2 | 52* | -10 | 35 | 18 | 6
C=CCNC(=O)CC(=O)N/N=C/c1cccc(C)c1 | -6 | 2 | -1 | 0 | -0.9 | 0 | 0 | 18 | -2
COc1ccc(C2C(C(=O)OC3CCCCC3)=C(C)Nc3nnnn32)c(OC)c1OC (stereo not given) | 12 | 19 | -3 | -3 | -1.5 | 1 | 15 | -4 | -2
Cc1cc(C)cc(NC(=O)c2ccc(CSc3nnnn3C)cc2)c1 | 26 | -15 | -3 | -1 | -0.7 | 4 | 30 | 15 | 12
Cc1nnc(-c2cnn(-c3ccccc3)c2N)n1Cc1ccc(F)cc1 | 11 | 1 | 0 | -2 | 0.3 | -1 | 7 | -8 | 11
Cn1nnnc1SCc1nc2ccccc2s1 | 20 | 13 | 1 | -2 | 2.0 | 0 | 13 | 7 | -29
CCOc1ccc(S(=O)(=O)Nc2ccccc2SC)cc1 | 21 | 18 | -4 | -2 | 4.6 | -1 | 20 | 12 | 7
COc1ccc(CN2CCN(Cc3ccc(C(F)(F)F)cc3)CC2)cc1 | -115 | -70 | 1 | -4 | -0.1 | -1 | -39 | 29 | 3
O=C(CC1S/C(=N/N=C/c2ccco2)NC1=O)Nc1cccc(Cl)c1Cl (stereo not given) | 12 | 12 | -3 | -3 | 1.6 | -2 | -7 | 16 | -6
CCS(=O)(=O)Nc1cccc(C2=NN(S(C)(=O)=O)C(c3cccs3)C2)c1 (stereo not given) | -2 | -3 | -1 | -1 | 1.9 | 3 | -8 | -2 | 0
Cc1ccc(NC(=O)C2C(c3ccccc3)C=CC(c3ccccc3)C2C(=O)O)cc1 (stereo not given) | -4 | 8 | -5 | -4 | -0.9 | -6 | 6 | 4 | -11
CC1CCCCC1NC(=O)CSC1=Nc2ccccc2C2CC=NN12 (stereo not given) | 5 | 17 | -5 | -1 | 0.6 | 2 | 20 | 21 | -2
Cn1cc([N+](=O)[O-])c(C(=O)NNC(=O)c2ccc([N+](=O)[O-])cc2)n1 | 9 | 16 | -1 | -3 | -0.9 | 2 | 17 | 7 | -28
Cc1ccc(CSc2nsc(C)c2C#N)cc1 | -21 | 1 | -2 | -6 | -1.1 | 1 | 3 | 63* | 2
COc1ccc(C)cc1-n1c(-c2ccncc2)n[nH]c1=S | 11 | 1 | -5 | 1 | 0.2 | 1 | 5 | 4 | 1
CC(C)(C)n1nnnc1C(c1ccncc1)N1CCCCCC1 (stereo not given) | 15 | 14 | -2 | -1 | 0.7 | 0 | 19 | 16 | 10
COc1ccc(CCn2c(=O)[nH]c3cc(C(=O)N4CCN(c5ccccc5)CC4)ccc3c2=O)cc1OC | -10 | 14 | 3 | 1 | 1.4 | -1 | 3 | 5 | -19
Cc1c(C(=O)NC2CCCCC2)sc2ncnc(N3CCN(c4ccccc4)CC3)c12 | 24 | 17 | 3 | -3 | 0.3 | -1 | 5 | 13 | 11
Cc1ccc(S(=O)(=O)NCC(=O)NNC(=O)c2ccccc2Cl)cc1C | 4 | 21 | -2 | -1 | -0.9 | 1 | 11 | 20 | 2
O=C(Cn1nnc(-c2ccccc2)n1)Nc1cccc(S(=O)(=O)N2CCCC2)c1 | 5 | -1 | 1 | 4 | 1.8 | -6 | -9 | 12 | -2
O=C(Nc1cccn2ncnc12)c1cccc(C(F)(F)F)c1 | 12 | 12 | -2 | -1 | 1.1 | -1 | 4 | 19 | -2
Cc1nn2c(c1-c1ccccc1)N=C(c1ccco1)CC2c1ccccc1 (stereo not given) | 48* | 45* | -6 | -6 | 0.7 | -4 | 41 | 11 | -1
COc1ccc(-c2cnc(N)n2C)cc1 | 14 | 1 | -3 | 0 | -2.4 | -1 | 9 | 19 | 0
CCOC(=O)c1cnc(SCC(=O)Nc2ccc(N3CCOCC3)c(Cl)c2)nc1N | 3 | 13 | -4 | -2 | -0.2 | -2 | -14 | 16 | 17
Fc1ccccc1C1CCN(Cc2nc(COc3ccccc3)no2)C1 (stereo not given) | -18 | -2 | -3 | -3 | 1.3 | 0 | 12 | 5 | 8
Cc1cc(OCCn2ccnc2)ccc1C(C)C | 15 | 10 | 1 | -1 | -0.2 | 0 | 7 | 12 | 9
COc1cccc(OCCn2cccc2/C=C2/C(=N)N3OC(C)=CC3=NC2=O)c1 | 4 | 15 | -2 | -2 | -0.3 | -6 | 24 | 43 | 12
NC(=O)c1ccccc1N/C=C/C(=O)c1ccc(F)cc1 | 1 | 18 | 3 | -3 | -1.8 | 2 | 16 | 11 | 14
CN(CC(=O)Nc1cccc(F)c1)C(=O)CN1C(=O)C2CCCCC2C1=O (stereo not given) | -7 | -2 | -3 | -3 | -0.8 | 0 | 8 | 4 | -3
CCOC(=O)C(=NC1CCCCC1)NNc1cccc(C(F)(F)F)c1 | 13 | -20 | 6 | 0 | 18 | -5 | 33 | 16 | -51
COc1cccc(-n2nnnc2SCC(=O)Nc2nc3c(s2)CCCC3)c1 | -4 | 19 | -2 | 0 | -0.6 | -4 | 10 | 11 | -15
CCOC(=O)CCc1c(C)c2ccc(OC3CCCCC3=O)cc2oc1=O (stereo not given) | -15 | 15 | -3 | 1 | -0.4 | -2 | 16 | 8 | -24
COC(=O)C1CCN(S(=O)(=O)CCNC(=O)c2ccc(F)cc2)CC1 | -1 | -4 | -1 | -5 | -0.9 | 1 | 12 | 6 | 24
Cc1cc(Cl)ccc1OCCCC(=O)NCC1CCCO1 (stereo not given) | 2 | 27 | -3 | -1 | 2.1 | 2 | 10 | 26 | 0
CC(=O)c1c(C(C)=O)c(C)n(-c2ccc(N)c(C)c2)c1C | 7 | 12 | 2 | 0 | 2.5 | -3 | -9 | 1 | -6
CCc1ccc(/C=C2\Oc3c(ccc(O)c3CN3CCN(C)CC3)C2=O)cc1 | 8 | 15 | -2 | -2 | 0.5 | -1 | 22 | 18 | 16
COc1ccc(S(=O)(=O)N2CCCCCC2)cc1C(=O)Nc1cccc(C)n1 | 20 | 27 | 8 | -3 | -0.1 | 23* | 27 | 7 | 2
Cc1nc(NC(=O)/C=C/c2ccccc2)sc1C(=O)Nc1ccc(Cl)cc1 | -15 | -1 | -1 | -6 | -3.0 | 38* | 2 | -1 | 21
CC(C)Cc1ccc(S(=O)(=O)N2CCN(C(=O)c3ccco3)CC2)cc1 | 29 | 33 | -5 | -2 | 4.5 | -3 | 28 | 9 | 4
CCC1=NN(C(=O)Cc2ccc([N+](=O)[O-])cc2)C(O)(C(C)(C)C)C1 (stereo not given) | -3 | 30 | -1 | 0 | 2.6 | 0 | 12 | 14 | 5
O=C(CSc1nc2ccccc2[nH]1)NCc1ccco1 | 3 | -1 | 4 | -3 | -1.1 | 2 | 8 | -8 | 7
CCC(=NC1CC(C)(C)NC(C)(C)C1)C1=C(O)CC(C)(C)CC1=O | -14 | -15 | -3 | -2 | -3.9 | 0 | -5 | 12 | 26
COc1cc(NC(=O)Cc2ccccc2)ccc1NC(=O)c1ccccc1 | 0 | 12 | -1 | -2 | 0.4 | 2 | 23 | 24 | 7
Cc1cc(C)nc(/N=C(\N)N2CCCCCC2)n1 | 12 | -12 | -1 | 0 | -1.0 | -12 | 11 | 15 | -3
CCOC(=O)C1=C(N)n2c(s/c(=C/c3ccccc3)c2=O)=C(C(=O)OCC)C1c1ccccc1 (stereo not given) | -1 | 2 | -3 | -1 | . | . | 14 | 9 | 10
O=C1CC(N2CCN(c3ccccc3)CC2)C(=O)N1c1cccc(Cl)c1 (stereo not given) | 14 | 29 | -3 | -1 | 2.9 | -1 | 31 | 15 | 11
Cc1cc(C)n(C(=O)Cn2nc([N+](=O)[O-])cc2C)n1 | -16 | 15 | 4 | 0 | -0.1 | 0 | 1 | -4 | -13
CCCNc1c(NS(=O)(=O)c2ccc(OC)c(OC)c2)c(=O)oc2ccccc12 | 8 | -1 | -2 | -2 | -1.3 | 0 | -4 | 7 | 13
Cc1ccc(C2(C)NC(=O)N(CC(=O)NC3CCCCC3)C2=O)cc1 (stereo not given) | 0 | 11 | -4 | -1 | 0.4 | 6 | 5 | 5 | 3
Cc1ccc(C(=O)NC2CCS(=O)(=O)C2)cc1S(=O)(=O)N1CCCCC1 (stereo not given) | -9 | 5 | 2 | -5 | -1.5 | 0 | 7 | 8 | 7
CCOc1ccc(CCNC(=O)c2cc(C)on2)cc1OCC | 1 | -1 | 0 | 2 | 1.9 | -1 | 0 | 9 | 23
CC(O)CNc1nc2c(c(=O)n(Cc3cccc(Cl)c3)c(=O)n2C)n1C (stereo not given) | -11 | 19 | 2 | -1 | 0.4 | 0 | 11 | 16 | 19
c1cc(CN2CCCCC2)cc(OCCCNc2nc3ccccc3s2)c1 | 2 | 14 | 6 | -7 | 8.0 | -2 | 10 | 27 | 3
O=C(/C(=C/O)N=Nc1ccc(Cl)cc1)c1ccncc1 | -20 | 16 | -2 | -4 | -4.9 | -12 | 62* | 10 | 14
CCCCCNS(=O)(=O)c1cc2c3c(c1)CCC(=O)N3CCC2 | -2 | -2 | 3 | 0 | -0.5 | 1 | -8 | -1 | 11
OCCN1CCN(CC(O)COc2ccc(C34CC5CC(CC(C5)C3)C4)cc2)CC1 (stereo not given) | 3 | 0 | 0 | -6 | 91* | -3 | -15 | 15 | -7
CCCC(NC(=S)NCC1CCCO1)C12CC3CC(CC(C3)C1)C2 (stereo not given) | 37 | 39 | -2 | -6 | 0.0 | 0 | 51* | 20 | 27
CC1(C)CC(NC(=O)c2cccc3ccccc23)CC(C)(C)N1 | -2 | 9 | 1 | -1 | -2.4 | 2 | 1 | 10 | 13
CC(=O)O[C@H]1CC[C@@]2(C)C(=CC[C@H]3[C@@H]4CC[C@H](C(C)=O)[C@@]4(C)CC[C@@H]32)C1 | 14 | 29 | -3 | -4 | 2.4 | -1 | 18 | 38 | 5
COP(=O)(OC)c1nc(-c2ccc([N+](=O)[O-])cc2)oc1N1CCCCC1 | 15 | 11 | -1 | 4 | -0.1 | 2 | 18 | 5 | 11
NNc1nc(Nc2ccccc2)nc(N2CCCCC2)n1 | 41* | 32 | -8 | -1 | 0.1 | 0 | 37 | 12 | -1

One compound at a time (already shown).
`O=C(/C(=C/O)N=Nc1ccc(Cl)cc1)c1ccncc1` reads TIM10 inh = -20; tim10-1 inh = 16; APJ ag = -2; beta cell repl = -4; MPTP block = -4.9; NR3A LBD binder = -12; tim23-1 inh = 62*; NALP3 yeast inh = 10; APJ antag = 14
`CCCNc1c(NS(=O)(=O)c2ccc(OC)c(OC)c2)c(=O)oc2ccccc12` reads TIM10 inh = 8; tim10-1 inh = -1; APJ ag = -2; beta cell repl = -2; MPTP block = -1.3; NR3A LBD binder = 0; tim23-1 inh = -4; NALP3 yeast inh = 7; APJ antag = 13
